Screening data as filed in PubChem.
FAS TE block: FAS thioesterase domain inhibitors, primary screen, biochemical, fluorescence intensity, uHTS | inhibition, % at 15 µM | recombinant FAS-TE, OMFH fluorogenic substrate, fluorescence endpoint | Fatty acid synthase (Homo sapiens), P49327 | AID 602261, 2012 | 360,000 tested, 0.67% active;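 active = compounds whose normalised, plate-corrected inhibition of enzyme fluorescence in the single-dose primary screen is 50% or more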;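 also: 0% = DMSO with enzyme and 100% = substrate without enzyme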
SKN-1 block: suppressors of acrylamide-induced Pgst-4::GFP reporter in worms, primary screen, SKN-1 inhibitor project, whole organism, uHTS, GFP/RFP fluorescence ratio, strain VP596; C. elegans VP596 Pgst-4::GFP/RFP ratio, 24 h; inhibition, % at 21.8 µM; 360,000 tested, 0.49% active; AID 624304, 2012;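 active = interference check ratio from 0.5 to 1.5 plus GFP to RFP signal ratio inhibition reaching or exceeding a fixed threshold, cut at about 30% in these data, passing the limit was not always enough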; also: some compounds called inactive have numbers as strong as hits
Neddylation inh: inhibitors of cullin neddylation, primary screen, biochemical, TR-FRET, uHTS, NAE and Ubc12 | calls only at 25 µM | 360,000 tested, 0.58% active | AID 651699, 2012; in the data active = inhibition above about 36%
Target sequence (P61081 whole entry, looked up): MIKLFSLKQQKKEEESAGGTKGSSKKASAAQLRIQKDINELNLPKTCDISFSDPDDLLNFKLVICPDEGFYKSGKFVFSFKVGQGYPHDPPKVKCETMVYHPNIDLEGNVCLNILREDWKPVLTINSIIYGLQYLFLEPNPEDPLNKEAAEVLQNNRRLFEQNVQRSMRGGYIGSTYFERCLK
Target sequence (Q13564 whole entry, looked up): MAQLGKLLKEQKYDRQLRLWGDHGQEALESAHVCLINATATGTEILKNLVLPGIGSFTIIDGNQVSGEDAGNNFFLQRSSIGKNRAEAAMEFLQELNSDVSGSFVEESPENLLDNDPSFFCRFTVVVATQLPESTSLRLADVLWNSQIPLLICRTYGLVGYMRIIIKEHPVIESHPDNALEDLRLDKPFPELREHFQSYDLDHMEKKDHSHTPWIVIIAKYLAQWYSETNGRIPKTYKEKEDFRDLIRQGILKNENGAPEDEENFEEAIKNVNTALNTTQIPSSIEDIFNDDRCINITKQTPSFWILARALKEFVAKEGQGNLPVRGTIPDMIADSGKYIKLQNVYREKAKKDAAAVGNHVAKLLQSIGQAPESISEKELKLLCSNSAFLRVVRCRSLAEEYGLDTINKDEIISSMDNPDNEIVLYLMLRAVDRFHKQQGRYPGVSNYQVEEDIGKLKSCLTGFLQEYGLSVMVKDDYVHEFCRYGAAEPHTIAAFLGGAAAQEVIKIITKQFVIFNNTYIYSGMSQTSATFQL
eLon inh: inhibitors of E. coli Lon protease, primary screen, biochemical, fluorescence polarization | purified E. coli Lon protease | inhibition, % at 7.94 µM | 360,000 tested, 0.42% active; in the data active = inhibition above about 13%, passing the limit was not always enough;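 also: 0% = enzyme with probe and DMSO and 100% = no enzyme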
Rin1-Abl PPI inh: inhibitors of Rin1-Abl protein binding, primary screen, biochemical, TR-FRET | inhibition, % at 7.35 µM | 360,000 tested, 0.4% active | AID 588664, 2011 | Tyrosine-protein kinase ABL1 (Homo sapiens) + Ras and Rab interactor 1 (Homo sapiens), …; in the data active = inhibition above about 5%, passing the limit was not always enough
MT1-MMP act inh: blockers of MT1-MMP proenzyme processing, primary screen, HT1080 RFP-PRO-GFP cells, GFP/RFP fluorescence; Matrix metalloproteinase-14 (Homo sapiens), P50281; GFP/RFP ratio fluorescence, overnight; percent of plate control window, DMSO zero; GFP/RFP ratio change, % at 20 µM; 360,000 tested, 0.061% active;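 active = GFP/RFP ratio change of at least 30% with cell ATP level not reduced by more than half and red fluorescence within 50% of control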; also: strong numbers were not always called active
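Material: RFP-PRO-GFP reporter HT1080 cells. Dosing: single-point 20 µM compound, 1% DMSO. Controls: DMSO and RFP-L50D-GFP cell wells. Timing: cells overnight before dosing, compound overnight, 37 °C, 5% CO2. Measure: GFP/RFP fluorescence ratio.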
MLLE-PAM2 inh: inhibitors of PABP1 MLLE–PAM2 peptide binding, primary screen, biochemical, fluorescence polarization, FITC-PAM2, GST-MLLE | Polyadenylate-binding protein 1 (Homo sapiens), P11940 | inhibition, % at 20 µM | 360,000 tested, 0.36% active | AID 588489, 2011; in the data active = inhibition above about 35%, passing the limit was not always enough;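 also: plate controls were DMSO wells with GST-MLLE for no effect and wells lacking GST-MLLE protein for full effect; some results filed as inactive read as strong as hits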
NRP1-CendR mod: modulators of CendR peptide binding to NRP-1, primary screen, biochemical, fluorescence polarization, uHTS; Neuropilin-1 (Homo sapiens), O14786; inhibition, % at 25 µM; 360,000 tested, 0.85% active; FAM-RPARPAR peptide binding to NRP-1;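 active = inhibition or corrected inhibition above about 18%, plus a signal ratio from 0.5 to 1.5, limit read from the data, passing the limit was not always enough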; also: strong numbers were not always called active
MsrA act: bovine MsrA enzyme activators, primary screen, biochemical, absorbance, HTS | Methionine sulfoxide reductase A (Bos taurus) | purified bovine MsrA, absorbance read-out | activation, % at 10.6 µM | 360,000 tested, 0.3% active | AID 602163, 2012; in the data active = activation above about 7.5%;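 also: 0% = vehicle and 100% = reference activator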
* hit, by the source's call; i = inactive; . = not tested or not shown.

SMILES	FAS TE block	SKN-1 block	Neddylation inh	eLon inh	Rin1-Abl PPI inh	MT1-MMP act inh	MLLE-PAM2 inh	NRP1-CendR mod	MsrA act
Cn1ccnc1C(=O)c1cc(SCC(=O)NC2CC2)nc2ccccc12	-3	4	i	-6	-3	3	4	-7	-2
CCNS(=O)(=O)c1ccc(CCC(=O)N2CCN(c3ccccc3F)CC2)cc1	-1	0	i	-2	-1	1	14	-3	-3
O=C1CC(c2cccs2)Sc2nc3ccccc3n21 (centres undefined)	-62	52	i	-5	-2	3	-88	7	0
COc1ccc(CN2Cc3cccc4c3[C@@H](CC2=O)[C@H](O)[C@H](O)C4)cc1	-10	6	i	-8	2	0	7	13	-1
O=C(CSc1nc2[nH]ncc2c(=O)[nH]1)NCc1ccccc1	-13	16	i	5	0	-3	8	-10	-1
COC(=O)c1nn(-c2ccccc2)c(=O)cc1Sc1ccc(Cl)cc1	3	9	i	-1	1	0	-2	-8	-2
O=C(CCn1c(=O)[nH]c2ccccc2c1=O)NCCCN1CCN(c2cccc(Cl)c2)CC1	-3	5	i	-3	-1	7	-7	-3	0
CNC(=S)N/N=C/c1c(C(=O)OC)cnn1-c1ccc(F)cc1F	-2	23	i	11	-3	7	0	7	-11
C/C(=N\NC(=O)c1cccs1)c1ccc(C(=O)O)s1	-4	-15	i	-7	4	-1	5	10	-3
Brc1ccc(-n2c(SCc3nc4ccccc4[nH]3)nnc2-c2ccncc2)cc1	-5	19	i	-16	-4	1	-81	-8	1
COC(=O)c1c[nH]n2c(=O)cc(C)nc12	-8	-11	i	-3	2	-2	1	-2	-2
O=C(NS(=O)(=O)N1CCCC1)C1=C(N2CCCC2)COC1=O	-8	-2	i	12	0	1	4	-6	0
O=C1CSC(=S)N1c1ccc(F)c(Cl)c1	-2	14	i	3	0	10	17	-1	-6
CCc1ccc(NC(=O)NCCN2CCN(c3ccc(OC)cc3)CC2)cc1	0	10	i	5	-3	-1	-1	-2	0
CNc1ccc(Oc2nc([N+](=O)[O-])nn2C)cc1	0	5	i	0	0	-2	8	-8	-2

Whole records, looked up by structure:
Listed for CCc1ccc(NC(=O)NCCN2CCN(c3ccc(OC)cc3)CC2)cc1 → FAS TE block: 0; SKN-1 block: 10; Neddylation inh: i; eLon inh: 5; Rin1-Abl PPI inh: -3; MT1-MMP act inh: -1; MLLE-PAM2 inh: -1; NRP1-CendR mod: -2; MsrA act: 0
Listed for O=C1CSC(=S)N1c1ccc(F)c(Cl)c1 → FAS TE block: -2; SKN-1 block: 14; Neddylation inh: i; eLon inh: 3; Rin1-Abl PPI inh: 0; MT1-MMP act inh: 10; MLLE-PAM2 inh: 17; NRP1-CendR mod: -1; MsrA act: -6
Listed for O=C(CSc1nc2[nH]ncc2c(=O)[nH]1)NCc1ccccc1 → FAS TE block: -13; SKN-1 block: 16; Neddylation inh: i; eLon inh: 5; Rin1-Abl PPI inh: 0; MT1-MMP act inh: -3; MLLE-PAM2 inh: 8; NRP1-CendR mod: -10; MsrA act: -1

Further compounds.
SMILES	FAS TE block	SKN-1 block	Neddylation inh	eLon inh	Rin1-Abl PPI inh	MT1-MMP act inh	MLLE-PAM2 inh	NRP1-CendR mod	MsrA act
Cn1c(SC2=CS(=O)(=O)c3ccccc32)nc2ccccc21	6	15	i	5	-2	-6	-34	-4	-3
Cc1ccc(NC(=O)NNC(=O)c2ccc3c(c2)NC(=O)C(C)(C)O3)cc1	-2	22	i	-6	3	1	-8	-1	-1
Cc1[nH]c(=O)[nH]c(=O)c1N1CCOCC1	-4	2	i	3	-3	-1	15	-7	-3
COc1ccc2c(c1)OC[C@H]1[C@H]2N2C(=O)c3ccc(F)cc3NC(=O)[C@@]2(C)[C@H]1c1ccccc1	84*	-7	i	9	-2	-25	-8	9	-11
CC[N+](C)(CC)CCC/C(=N/O)C(O)(c1ccccc1)c1ccccc1	-4	7	i	-4	-1	1	-87	0	-4
CCC(C)Nc1nc2c(C)cccn2c(=O)c1C=Nc1ccc(OC)cc1 (centres undefined)	17	3	i	-6	-1	-3	11	-12	-4
Oc1[nH]c2ccccc2c1N=Nc1c(F)c(F)c(Cl)c(F)c1F	-6	7	i	-4	0	-1	-21	-39	0
Cc1nc2ccccn2c1C(=O)N/N=C/c1ccccc1[N+](=O)[O-]	-6	-7	i	5	2	.	6	2	-14
Cc1ccc(-c2ccc(SCC(=O)NC3CCCCC3)nn2)cc1	0	-17	i	7	-1	-1	-10	-4	-9
Cc1ccc(NC(=O)CS(=O)CC(=O)N(c2ccc(C)cc2)C(C)C(=O)NC2CCCCC2)cc1 (centres undefined)	-2	-5	i	7	5	-2	-31	12	-11
CC(C)(C)N1C(=O)[C@H]2[C@@H](c3ccc(Br)cc3)N3C(=O)N(c4cccc(F)c4)C(=O)[C@@]3(C)[C@H]2C1=O	15	9	i	-12	2	-4	-10	4	-2
CNc1cc(-c2cccc(N(C)C)c2)ncn1	-8	2	i	8	0	3	13	14	-4
Nc1cc2c3ccccc3ccc2c2ccccc12	10	7	i	6	2	-8	-15	3	4
Cc1nc2ccc(NC(=S)NC(C)C)cc2nc1C	-8	-10	.	-3	-2	2	7	-7	-3
O=C(c1cccs1)N1CCc2c([nH]c3ccccc23)C1c1ccccn1 (centres undefined)	2	5	i	1	5	-6	6	-8	-13
CCN(CC)S(=O)(=O)c1cc(NC(=O)NCCCl)ccc1C	-4	-12	i	-4	-4	-1	-2	-12	-2
CCOC(=O)c1ccc(N2CCCCC2)c(NS(=O)(=O)c2cccc(C(F)(F)F)c2)c1	36	3	i	4	-1	-1	5	4	4
O=C(CCN1CCOCC1)NNC(=O)Nc1cccc([N+](=O)[O-])c1	-2	-1	i	-6	1	4	9	2	-6
O=C(NCc1ccco1)c1ccc(CS(=O)(=O)Cc2ccc(Cl)cc2)o1	-2	9	i	-4	5	-2	2	-10	-2
CC(=O)CSc1nnc2c3ccccc3nc(C(C)(C)C)n12	-5	5	i	-8	0	1	-42	-7	-8
CC(CCCC(C)(C)O)NCCO (centres undefined)	-11	-4	i	0	1	1	-5	-8	-1
O=C(COC(=O)c1cccc(Br)c1)Nc1cccc2c1C(=O)c1ccccc1C2=O	5	-3	i	-4	0	1	-32	4	-13
O=C(NC(=S)Nc1ccc2[nH]c(=O)[nH]c2c1)c1ccccc1F	-1	-3	i	4	5	5	17	4	-5
O=C(O)CCn1c(O)c(C=C2N=c3ccccc3=N2)sc1=S	-2	11	i	-9	-4	1	15	-15	-2
Cc1ccc(CCNC(=O)c2cc(S(=O)(=O)N3CCOCC3)cn2C)cc1	-2	2	i	5	0	0	-5	-10	-3
CC(C)CC(=O)N1CCC(N2CCN(c3ccccc3)CC2)CC1	-3	-19	i	-3	3	2	1	1	-3
CCN(CC(=O)Nc1ccc(NC(C)=O)cc1)C(=O)CCN1C(=O)c2cccc([N+](=O)[O-])c2C1=O	2	-15	i	-5	-1	-1	-28	10	-2
C=CCNC(=S)Nc1sc2c(c1C#N)CCCC2	2	-1	i	-16	-1	1	-35	-14	-3
CCCCc1ccc(NC(=O)CSc2nc3ncccc3[nH]2)cc1	2	0	i	-8	-10	-3	-3	6	0
CC(C)N=C(NS(=O)(=O)c1cccs1)c1ccccc1	-7	2	i	0	4	0	-2	-2	-1
COc1cccc(OC)c1C(=O)NC(=S)N1CCCCC1c1cccnc1 (centres undefined)	-2	2	i	-4	1	2	24	-1	-2
COc1cccc(CNn2cnnc2)c1OCc1ccccc1F	-6	1	i	-9	1	-3	-15	-7	-3
O=C(NCN1CCc2ccccc2C1)c1ccccc1	-9	1	i	1	-1	3	4	-2	-10
Cc1ccc(C)c(N2CCN(S(=O)(=O)c3ccc4c(c3)CCN4C(=O)CCC(=O)O)CC2)c1	8	-16	i	-10	1	-5	7	3	4
O=C(C#Cc1ccccc1)Nc1cccc(F)c1	12	15	i	-11	-1	-21	-1	6	-4
CC(C)(C)c1ccc(-n2ncc3c2CCCC3NC(=O)C2=NNC(=O)CC2)cc1 (centres undefined)	1	-17	i	2	-1	5	11	-1	-6
COc1ccc(-n2c(N)c(C(=O)NCc3cccnc3)sc2=S)cc1	-4	3	i	13	-3	7	25	-15	-3
CC(C)Cc1nnc(NC(=O)C2CCCN(C(=O)c3ccc(Cl)cc3)C2)s1 (centres undefined)	-4	13	i	-5	1	2	-3	0	-2
CCOC(=O)C1=CCN(S(=O)(=O)c2ccccc2Cl)C1c1cccc(F)c1 (centres undefined)	6	-1	i	-3	1	.	-6	-13	-4
Fc1ccccc1N1CCN(C2CCN(Cc3c[nH]c4ccccc34)CC2)CC1	-9	4	i	-2	-3	2	12	4	1
Cc1ccccc1C(=O)Oc1cccc2c(O)cccc12	20	1	i	-9	5	-3	5	3	-3
O=C(COC(=O)c1cccnc1Cl)NCc1ccc2c(c1)OCO2	-10	-1	i	-7	0	3	-8	8	-3
Cc1[nH]n(-c2ccccc2)c(=O)c1Sc1ccc(Cl)cc1	0	9	i	10	-3	-3	24	12	-1
CCCCCCCCCCOC(=O)C[N+](C)(C)C/C=C(/C)Cl	11	3	i	1	1	-10	-2	1	-3
CCC1CC(/C(C)=N/NC(N)=O)OC1=O (centres undefined)	-6	5	i	-7	1	-1	-2	1	-1
COc1cccc(CNC(=O)C2CC(=O)N(c3ccc4c(c3)OCCO4)C2)c1 (centres undefined)	-7	-4	i	4	0	1	-4	-1	-8
CCN1CCc2c(sc(NC(=O)CN3C(=O)c4ccccc4C3=O)c2C(N)=O)C1	-7	-4	i	1	-1	0	-4	-1	-4
COc1ccc(CC(=O)Nc2cc(S(=O)(=O)N3CCOCC3)ccc2N2CCCC2)cc1OC	-1	9	i	5	2	-4	-5	7	-5
O=C(O)CCC(NC(=O)c1cncc(O)c1)C(=O)O (centres undefined)	-7	17	i	-1	-2	4	8	10	-2
Cc1ccc(NC(=O)c2ccc([N+](=O)[O-])o2)c(C)c1	-12	-5	i	11	-2	0	3	-10	-4
CCN(CCN(C)C)C(=O)C1CCN(S(=O)(=O)c2c(C)noc2/C=C/c2ccccc2F)CC1	-3	9	i	-3	-8	-4	4	-4	-3
CC1(C)OC(=O)CC1C(=O)NCc1ccccc1 (centres undefined)	-10	-15	i	-5	-1	0	1	-3	-9
O=C(COc1ccc(Cl)cc1)NCCNC(=O)c1ccccn1	-4	2	i	5	2	1	0	6	-3
Cc1cc2c(C)nc(-c3ccccc3)nc2o1	-2	4	i	-10	-2	0	12	1	-5
Cc1ccccc1NC(=O)OCc1cccnc1Sc1ccc(Cl)cc1	32	8	i	-10	1	-1	-1	2	-3
COc1cccc(NC(=S)Nc2cccc3ccccc23)c1	8	14	i	-15	-1	0	13	4	-4
Cc1cc(NC(=O)/C(C#N)=C/c2ccc(-c3ccc(SC(F)F)cc3)o2)n(-c2ccccc2)n1	-26	14	i	-7	2	-98	-134	-147	-3
CCOC(=O)C1C(=O)CC(C)(O)C(C(=O)OCC)C1c1ccc([N+](=O)[O-])cc1 (centres undefined)	-2	9	i	-1	-5	-2	11	-4	-4
O=C1C2CCC(C(O)C2)N1Cc1ccccc1 (centres undefined)	-7	5	i	-2	1	2	7	-1	0
